Bioassay records from PubChem.
NR2E3 ag-1 – activates human photoreceptor nuclear receptor NR2E3; Q9Y5X4; GST-NR2E3/biotin-RetCOR TR-FRET, 1536-well; inhibition of corepressor binding, % at 4.78 µM; actives 0.12% (n = 320,000); AID 2300;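 active = percent inhibition above the cutoff of mean plus 3 SD of all tested compounds, set per screening campaign, cut at about 20% in these data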;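 note: 0% = DMSO wells and 100% = biotin wells as full block of FRET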
Target sequence (Q9Y5X4 whole entry, looked up): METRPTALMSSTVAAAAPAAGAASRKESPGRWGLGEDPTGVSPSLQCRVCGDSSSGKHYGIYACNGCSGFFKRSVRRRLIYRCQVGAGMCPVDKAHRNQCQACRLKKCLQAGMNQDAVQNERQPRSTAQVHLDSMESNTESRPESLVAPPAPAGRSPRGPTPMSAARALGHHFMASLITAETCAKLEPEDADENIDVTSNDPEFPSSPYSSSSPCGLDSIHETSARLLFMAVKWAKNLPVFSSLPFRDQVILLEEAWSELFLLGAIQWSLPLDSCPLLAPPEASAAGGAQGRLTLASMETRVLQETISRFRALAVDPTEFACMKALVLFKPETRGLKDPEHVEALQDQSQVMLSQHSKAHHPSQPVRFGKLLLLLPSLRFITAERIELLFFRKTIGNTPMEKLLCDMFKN
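Assay system: NR2E3–RetCOR corepressor complex. Quantity: 1.35 nM GST-NR2E3. Buffer or medium: pH 7.5 Tris-based buffer. Reagent: biotinylated RetCOR corepressor at 7 nM final. Schedule: 5 h at 4 °C. Detection: TR-FRET, emission read at 617 and 671 nm. Replicates: one well per compound, singlicate testing.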
CaV13 FRET inh – Disruptors of the CACNA1D IQ motif to Ca2+-dependent inactivation inhibitor domain association, primary screening, Förster resonance energy transfer in intact living …. HEK cells, CFP/YFP FRET ICDI-IQ, plate reader, 10 min; percent FRET-ratio fall versus neutral wells. actives 0.098% (n = 340,000). inhibition, % at 12.3 µM;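 active = mean replicate inhibition of at least 30% and at least 1% of replicates passing that level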;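 note: 0% = median of the neutral control wells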
Peg3 prom inh – inhibitors of Peg3 promoter; HeLa PEG-Prom luciferase reporter, luminescence, overnight; inhibition, % at 20 µM; actives 1.7% (n = 360,000); AID 588405;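 active = inhibition of at least 50% at 20 µM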
aDG glyco act – alpha-DG glycosylation activation; Pro5-aDG cells, alpha-DG glycosylation AlphaScreen (IIH6); 0% Pro5, 100% B10-LARGE cell signal; activation, % at 10 µM; actives 0.22% (n = 360,000);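 active = activation of at least 8% versus controls, or a plate z-score of at least 8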;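 note: Pro5 are CHO cells carrying HIG-tagged alpha-DG that lacks glycosylation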
Granule exo inh – blocks lytic granule exocytosis. TALL-104 LAMP-1 surface exposure, flow cytometry; cells stimulated with thapsigargin and PMA. AID 651702. inhibition, % at 10 µM. actives 0.66% (n = 360,000);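 active = inhibition above about 55%, limit read from the data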
Vif imaging – inhibitors of HIV Vif; HEK293T cells, Vif self-association by quenched fluorescence, imaging, 24 h; inhibition, % at 7.49 µM; actives 0.35% (n = 340,000); in the data active = inhibition above about 50%, passing the limit was not always enough; note: some results filed as inactive read as strong as hits
TRPM1 prom inh – inhibitors of MITF-driven TRPM1 promoter in melanoma cells. actives 0.83% (n = 330,000). SK-MEL-5 TRPM1 promoter luciferase, 24 h. inhibition, % at 12.5 µM. AID 488899;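 active = mean inhibition across replicates of 60% or more, whatever share of single replicates reaches that level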; note: values of inactives mirror those of a sister screen read the other way
HIF-2a inh – inhibitors of HIF-2a | 786-0 RCC cells HIF-2a reporter, luciferase luminescence, overnight | inhibition, % at 18.8 µM | actives 0.72% (n = 360,000) | AID 624352;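 active = inhibition of the luminescence signal of 40% or more relative to plate controls, in a single-dose primary screen at 18.75 µM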
PDI turbidity – PDI (human) enzyme inhibition | PDI insulin aggregation turbidity, A650, 90 min | actives 0.052% (n = 350,000) | inhibition, % at 10 µM | P07237;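 active = mean inhibition across replicates of 30% or more, whatever share of single replicates reach that level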;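 note: absorbance from insulin aggregation driven by PDI reduction with DTT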
Target sequence (P07237 whole entry, looked up): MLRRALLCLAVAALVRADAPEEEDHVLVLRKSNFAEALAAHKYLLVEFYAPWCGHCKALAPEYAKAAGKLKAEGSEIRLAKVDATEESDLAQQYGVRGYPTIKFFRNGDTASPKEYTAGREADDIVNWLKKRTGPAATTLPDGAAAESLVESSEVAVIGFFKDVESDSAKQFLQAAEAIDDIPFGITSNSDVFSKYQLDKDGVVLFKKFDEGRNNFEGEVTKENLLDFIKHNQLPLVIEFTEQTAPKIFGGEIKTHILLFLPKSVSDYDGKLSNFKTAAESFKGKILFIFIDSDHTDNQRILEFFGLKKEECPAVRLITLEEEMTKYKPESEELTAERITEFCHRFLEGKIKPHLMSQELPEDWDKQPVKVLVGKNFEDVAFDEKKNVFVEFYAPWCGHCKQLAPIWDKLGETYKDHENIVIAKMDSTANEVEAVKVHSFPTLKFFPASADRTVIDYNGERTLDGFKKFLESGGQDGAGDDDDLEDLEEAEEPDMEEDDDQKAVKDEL
NR2E3 ag-2 – human photoreceptor-specific nuclear receptor agonism; inhibition of corepressor binding, % at 3.98 µM; actives 0.35% (n = 360,000); Q9Y5X4; AID 602229; CHO-S Gal4-NCOR/VP16-NR2E3 two-hybrid, luciferase;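 active = inhibition above the mean of all tested compounds plus 3 SD, cut at about 70% in these data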;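 note: 0% = DMSO with NR2E3 transfected cells and 100% = cells lacking NR2E3 construct; higher means lower luciferase signal from less NR2E3 corepressor binding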
hiPSC survival – enhancers of human iPSC single-cell survival | hiPSC single-cell survival, ATPlite luminescence; 100% = ROCK inhibitor wells, 0% = DMSO | survival enhancement, % at 20 µM | actives 0.044% (n = 360,000) | AID 602274; in the data active = survival enhancement above about 18%;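 note: cells exposed to compounds for 16 hours before the ATP read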
Active calls of the source: *; · = not tested or not shown.

nr	SMILES	NR2E3 ag-1	CaV13 FRET inh	Peg3 prom inh	aDG glyco act	Granule exo inh	Vif imaging	TRPM1 prom inh	HIF-2a inh	PDI turbidity	NR2E3 ag-2	hiPSC survival
1	O=C(CCC1CCCN(Cc2cccc(Cl)c2)C1)NCc1ccccc1F (configuration not stated)	-1	-7	25	0.0	-3	1	-1	16	5	-5	-0.3
2	O=c1[nH]c2ccc(NC(=S)Nc3ccc(Cl)cc3)cc2[nH]1	0	-1	-36	-0.4	-2	-2	5	-24	-3	-12	-0.1
3	O=C(/C=C/c1ccc(F)cc1)NC(=S)Nc1ccccc1C(=O)NC1CCCCC1	-2	·	15	-0.2	2	2	2	-15	2	-15	-1.9
4	CCC(CC)C(=O)Nc1ccc(C)c(O)c1	1	·	11	-0.1	0	-4	10	14	0	1	-3.5
5	COc1ccc(N(C(=O)COc2ccccc2OC)S(=O)(=O)c2ccc(C)cc2)cc1	-1	-5	3	-0.2	-10	43	3	18	-1	4	-0.5
6	N#C/C(=C/c1ccccc1)C(=O)OCC(=O)Nc1ccccc1[N+](=O)[O-]	2	-2	7	-0.2	-2	0	13	-3	9	-13	1.6
7	O=C(CC(=O)c1ccccc1)Nc1ccc(Cl)cc1	-2	-18	-237	0.1	10	5	-113	-216	-1	-92	0.1
8	CNC[C@H](NC[C@@H](NCCCc1ccccc1)c1ccccc1)[C@H](C)O	4	-5	-8	-0.2	2	4	-17	8	-5	2	-4.3
9	O=C(O)CNC(=O)c1ccccc1Br	4	-2	7	-0.2	0	7	4	13	-2	-17	-1.1
10	O=C(CN1C(=O)NC2(CCc3ccccc3C2)C1=O)NCC(F)(F)F (configuration not stated)	1	-20	-4	-0.1	0	·	6	14	10	-14	0.6
11	COCCn1c(-c2ccc(F)cc2)nc2cccnc21	-3	-20	-2	-0.2	-4	45	2	6	-2	-1	-0.3
12	CN(C)C(CNC(=O)c1cc(S(=O)(=O)N2CCOCC2)ccc1F)c1cccs1 (configuration not stated)	·	-6	3	0.3	-9	1	-1	-9	-3	-11	-0.5
13	CC1=C(C(=O)Nc2cc(-c3cccc(F)c3)[nH]n2)C2(CCCCC2)OC1=O	3	15	20	0.2	12	1	6	5	7	-6	3.4
14	COc1cccc(CNC(=O)CSc2nnc3c(n2)[nH]c2ccc(OC)cc23)c1	3	-4	27	0.1	-11	-10	12	13	0	-8	-0.7
15	O=C(Cn1c(NCCCO)nc2ccccc21)c1ccco1	3	-8	12	-0.1	-2	5	4	4	-4	-9	-0.3
16	Cc1ccc(-n2ncc3c2CC(C)(C)CC3NC(=O)CCc2ccc(=O)[nH]n2)cc1 (configuration not stated)	-4	-4	-7	0.3	-2	0	-10	-5	4	11	0.2
17	CCCNC(=O)N1CCCC(C(N)=O)C1 (configuration not stated)	7	-4	1	-0.1	5	3	3	15	0	-2	-0.6
18	COc1ccc(CNC(=O)CN(c2cccc([N+](=O)[O-])c2)S(C)(=O)=O)cc1	-2	2	11	0.1	0	-5	3	10	4	-18	1.6
19	COc1cccc(N2C(N)=NC(N)=NC2(C)C)c1	0	-5	-3	0.4	-1	-4	4	15	-3	-23	1.7
20	COC(=O)C1=C(C)NC(=O)C1(NC(=O)CN1CCCC1=O)C(F)(F)F (configuration not stated)	2	-5	-1	0.0	-1	17	-9	12	-4	-14	3.9
21	O=C(NCCc1c[nH]c2ccccc12)c1ccccc1	0	-5	-164	-0.1	1	-2	-13	-219	-2	-22	0.0
22	Cc1c(NC(=O)N(C)C)c(=O)n(-c2ccccc2)n1C	-1	·	-15	-0.2	2	-2	-6	20	-4	12	6.9
23	O=S(=O)(c1ccc(F)c(F)c1)N1CCN(CCc2ccccc2)CC1	2	-14	-7	0.1	-2	-4	6	1	-1	4	-0.8
24	CCOc1cc(-c2sc(Nc3ccccc3)n[n+]2C)ccc1OC	2	-4	4	0.0	12	-1	-6	10	-1	-33	0.7
25	CCNC(=S)N(Cc1cc2cc(C)cc(C)c2[nH]c1=O)C1CCCC1	-1	-8	4	1.0	-9	-5	5	14	-16	3	-0.5
26	CCOc1ccc(CN2CCNC(=O)C2CC(=O)O)cc1 (configuration not stated)	1	-7	-3	-0.1	0	-2	-3	19	-4	32	0.1
27	CN1C(=O)CC(N2CCC(C(N)=O)CC2)C1=O (configuration not stated)	1	·	14	-0.1	9	-7	2	-8	1	8	-4.8
28	CN1CCN(S(=O)(=O)c2ccc(N3CCN(C(c4ccccc4)c4ccccc4)CC3)nc2)CC1	-1	-5	21	0.7	32	-5	3	11	2	-18	3.5
29	CC1=C(C#N)C(/C=N/OCc2ccc(Cl)cc2)CC(=O)N1 (configuration not stated)	-1	-3	-19	-0.3	-4	-4	-13	-29	9	-2	1.0
30	COc1ccccc1N1CCN(CC(=O)c2c[nH]c3ccccc23)CC1	-2	-5	2	0.0	-2	-7	18	10	-9	8	0.5

Arranged by value in Vif imaging (largest number first): three from the list above.
nr | structure | NR2E3 ag-1 | CaV13 FRET inh | Peg3 prom inh | aDG glyco act | Granule exo inh | Vif imaging | TRPM1 prom inh | HIF-2a inh | PDI turbidity | NR2E3 ag-2
8 | CNC[C@H](NC[C@@H](NCCCc1ccccc1)c1ccccc1)[C@H](C)O | 4 | -5 | -8 | -0.2 | 2 | 4 | -17 | 8 | -5 | 2
1 | O=C(CCC1CCCN(Cc2cccc(Cl)c2)C1)NCc1ccccc1F (configuration not stated) | -1 | -7 | 25 | 0.0 | -3 | 1 | -1 | 16 | 5 | -5
6 | N#C/C(=C/c1ccccc1)C(=O)OCC(=O)Nc1ccccc1[N+](=O)[O-] | 2 | -2 | 7 | -0.2 | -2 | 0 | 13 | -3 | 9 | -13

New compounds follow
nr	SMILES	NR2E3 ag-1	CaV13 FRET inh	Peg3 prom inh	aDG glyco act	Granule exo inh	Vif imaging	TRPM1 prom inh	HIF-2a inh	PDI turbidity	NR2E3 ag-2	hiPSC survival
31	CCNC(=S)N(Cc1cccs1)Cc1cc2cc(OCC)ccc2[nH]c1=O	2	-6	21	0.2	-6	5	-3	21	5	-21	1.9
32	COc1ccc(C(C(=O)NCC2CCCO2)N(C(=O)c2snc(C(N)=O)c2N)c2ccccc2C)cc1OC (configuration not stated)	6	-7	-2	0.1	0	-3	0	16	9	-17	-0.3
33	NC(=O)c1cc2cc(Br)ccc2oc1=NCc1ccccc1	-5	-2	-24	0.3	16	·	-44	-46	-24	25	-0.6
34	COc1ccc(Cl)cc1NS(=O)(=O)c1c(C)[nH]c(=O)[nH]c1=O	·	-17	2	0.0	9	-9	-8	9	-2	-5	0.7
35	CNC(=S)N1N=C(c2cccs2)CC1c1ccc(OC)cc1 (configuration not stated)	-3	-2	-25	-0.3	0	-2	7	-38	-4	-14	-0.6
36	O=[N+]([O-])c1ccccc1/C=C/CN1CCCCC1	0	-9	-7	0.3	-4	8	4	14	4	-24	-2.3
37	O=C(Nc1ccc(F)cc1)c1cccc2ccccc12	0	-21	-33	0.1	-10	1	-3	-111	1	-31	0.6
38	COc1cc(C2C(C(=O)c3cccs3)=C(O)C(=O)N2CCN2CCOCC2)ccc1OCCC(C)C (configuration not stated)	2	-5	11	-0.1	-2	-4	·	12	4	-42	0.2
39	O=C1Nc2ccc(S(=O)(=O)NCCC3=CCCCC3)c3cccc1c23	3	-6	10	0.1	-2	-3	8	11	-1	26	0.7
40	CCNc1nc(NC(C)C)nc(Oc2ccc(OCCOc3ccc(C)cc3)nn2)n1	-2	-7	11	0.2	0	1	4	-9	10	4	-0.8
41	CCCSc1nc2sc3c(c2c(=O)[nH]1)CC(C)CC3 (configuration not stated)	-1	-7	-22	0.3	-1	-5	0	-38	-6	-5	-1.4
42	CCCCC#Cc1ccc2c(c1)COc1c3ccccc3nn1-2	2	0	-319	-0.1	1	·	-14	-254	-1	-124	-1.2
43	O=C(Nc1cccnc1)c1ccc([N+](=O)[O-])cc1Cl	-4	-7	2	0.2	0	1	3	-12	0	4	-1.1
44	CCOC(=O)C1CCCN(S(=O)(=O)CCNC(=O)c2ccc(F)cc2)C1 (configuration not stated)	-1	-5	10	-0.1	-3	4	-6	10	6	-11	-0.5
45	CN(CC(=O)Nc1ccccc1Cl)C(=O)COC(=O)c1ccc(S(=O)(=O)C(F)F)cc1	-2	-1	-4	-0.2	9	-5	-8	10	-1	-18	0.3
46	CCN(C(=O)CSc1nnc(Cc2ccccc2F)n1N)C1CCS(=O)(=O)C1 (configuration not stated)	3	·	12	-0.1	0	-6	-10	8	4	-40	-1.0
47	CC(=O)c1ccc(OC2(C)CCN(Cc3cc4ccccc4[nH]3)C2)cc1 (configuration not stated)	·	-2	-13	-0.2	-5	22	·	9	-8	-1	-0.6
48	CCOc1ccc(NS(=O)(=O)c2ccc(OC)c(C)c2)cc1	4	-11	15	0.0	-1	-9	0	-2	6	8	3.6
49	c1ccc(-c2nc(-c3ccco3)cs2)nc1	-1	-8	-93	0.1	0	-5	-88	-6	8	-20	-1.6
50	CN(C)S(=O)(=O)c1cccc(COC(=O)c2cc([N+](=O)[O-])ccc2N2CCOCC2)c1	3	-5	14	1.5	-14	24	-8	12	4	-6	-0.4
51	O=C(CSc1nnc(NC(=O)C2CC(=O)N(c3ccc(F)cc3)C2)s1)NCc1ccco1 (configuration not stated)	2	-6	12	0.3	-2	-3	-2	10	-2	1	0.7
52	COc1ccc(C2CC(=O)c3ccccc3O2)cc1 (configuration not stated)	5	-12	-333	0.2	-1	4	-110	-220	-8	-118	1.2
53	O=c1[nH]ncc2c3ccccc3n(Cc3ccccc3F)c12	-2	-6	17	-0.1	-6	-10	9	24	4	-26	-0.4
54	C[C@H](CO)NC(=O)c1nc[nH]c1C(=O)N[C@H](C)c1ccccc1	·	-6	-2	0.5	0	0	·	12	-8	0	0.1
55	Cc1ccc(CNC(=O)c2cc(COc3c(F)cccc3F)on2)s1	1	-2	-25	0.3	-1	-5	-16	-38	3	-41	1.0
56	Cc1ccc(S(=O)(=O)N2CCC(C(=O)N[C@@H](C)C(=O)NCCc3ccccc3)CC2)cc1	-1	-6	12	0.1	-4	3	-2	-8	1	-2	2.4
57	Cc1cc(C)cc(OCC(=O)Nc2ccc(N3CCN(S(C)(=O)=O)CC3)cc2)c1	-4	-5	12	-0.2	-2	-2	3	12	-2	-2	-2.7
58	O=C(O)c1ccc2c(c1)C1C=CCC1C(c1cc3c(cc1Br)OCO3)N2 (configuration not stated)	-1	-4	18	0.4	41	-7	7	5	2	2	-0.2
59	CN(CCCNC(=O)CCCOc1cc(=O)n(C)c2ccccc12)Cc1ccccc1	3	-3	-16	-0.4	0	-4	-6	-10	0	27	-0.2
60	COC(=O)[C@@H]1CCCN1C(=O)CCc1nnc(CCc2c[nH]c3ccccc23)o1	1	-6	-18	-0.2	-1	19	-5	-17	4	-24	7.8
61	CC(C)Cc1nc(Nc2ccc(S(=O)(=O)N3CCCC3)cc2)c2nnn(Cc3ccccc3)c2n1	0	-7	16	0.9	0	1	0	18	-11	2	1.4
62	COc1ccc(C(=O)N2CCN(c3ccc(NC(=O)Cc4ccccc4)cc3)CC2)cc1	-2	-7	40	-0.1	-2	-8	17	19	4	-19	0.3
